LEDGF integ inh: blocks HIV-1 LEDGF/p75-dependent DNA integration; inhibition, % at 3.7 µM; TR-FRET IN-LEDGF/p75 DNA integration, Eu/Cy5; 370,000 tested, 0.64% active; AID 743269;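 active = inhibition above the screen-wide mean plus 3 SD, cut at about 13% in these data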;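 note: signal is the Cy5 over europium emission ratio at 671 and 618 nm; 0% = plate median of compound wells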
TDP2 absorb: TDP2 (human) inhibition, absorbance primary screen | AID 720702 | 370,000 tested, 0.34% active | inhibition, % at 12.8 µM | recombinant TDP2, T5PNP hydrolysis, p-nitrophenol absorbance 415 nm;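 active = inhibition above the mean of all tested compounds plus 3 SD, set per campaign, cut at about 25% in these data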;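 note: 0% = DMSO with enzyme and 100% = buffer with substrate but no TDP2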
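Material: recombinant human TDP2; quantity: TDP2 enzyme at 120 nM final; medium: Tris-HCl pH 7.5 with MgCl2; compound: single concentration, 12.8 µM nominal, with 1% DMSO; incubation: 2 h enzyme incubation at 37 °C; signal: epi absorbance; measure: percent inhibition; benchmarks: high control without enzyme, low control DMSO plus TDP2; repeats: singlicate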
SIAE primary: blocks human sialic acid acetylesterase. SIAE FP-Rh probe binding, fluorescence polarization. AID 1053197. inhibition, % at 9.66 µM. 370,000 tested, 0.69% active;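 active = inhibition above a cutoff: mean of compounds within the control limits plus 3 SD of those, cut at about 17% in these data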;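 note: 0% = plate median of compound wells and 100% = probe without SIAE protein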
NPR2 activator: GC-B (human) receptor activation. P20594. HEK293-GC-B cells, CNP EC30, cGMP TR-FRET; 0% at EC30 CNP, 100% saturating CNP. activation, % at 10 µM. 370,000 tested, 0.11% active;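 active = activation at 10 µM reaching about 35% in either raw or pattern-adjusted values, limit read from the data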
Target sequence (P20594 whole entry, looked up): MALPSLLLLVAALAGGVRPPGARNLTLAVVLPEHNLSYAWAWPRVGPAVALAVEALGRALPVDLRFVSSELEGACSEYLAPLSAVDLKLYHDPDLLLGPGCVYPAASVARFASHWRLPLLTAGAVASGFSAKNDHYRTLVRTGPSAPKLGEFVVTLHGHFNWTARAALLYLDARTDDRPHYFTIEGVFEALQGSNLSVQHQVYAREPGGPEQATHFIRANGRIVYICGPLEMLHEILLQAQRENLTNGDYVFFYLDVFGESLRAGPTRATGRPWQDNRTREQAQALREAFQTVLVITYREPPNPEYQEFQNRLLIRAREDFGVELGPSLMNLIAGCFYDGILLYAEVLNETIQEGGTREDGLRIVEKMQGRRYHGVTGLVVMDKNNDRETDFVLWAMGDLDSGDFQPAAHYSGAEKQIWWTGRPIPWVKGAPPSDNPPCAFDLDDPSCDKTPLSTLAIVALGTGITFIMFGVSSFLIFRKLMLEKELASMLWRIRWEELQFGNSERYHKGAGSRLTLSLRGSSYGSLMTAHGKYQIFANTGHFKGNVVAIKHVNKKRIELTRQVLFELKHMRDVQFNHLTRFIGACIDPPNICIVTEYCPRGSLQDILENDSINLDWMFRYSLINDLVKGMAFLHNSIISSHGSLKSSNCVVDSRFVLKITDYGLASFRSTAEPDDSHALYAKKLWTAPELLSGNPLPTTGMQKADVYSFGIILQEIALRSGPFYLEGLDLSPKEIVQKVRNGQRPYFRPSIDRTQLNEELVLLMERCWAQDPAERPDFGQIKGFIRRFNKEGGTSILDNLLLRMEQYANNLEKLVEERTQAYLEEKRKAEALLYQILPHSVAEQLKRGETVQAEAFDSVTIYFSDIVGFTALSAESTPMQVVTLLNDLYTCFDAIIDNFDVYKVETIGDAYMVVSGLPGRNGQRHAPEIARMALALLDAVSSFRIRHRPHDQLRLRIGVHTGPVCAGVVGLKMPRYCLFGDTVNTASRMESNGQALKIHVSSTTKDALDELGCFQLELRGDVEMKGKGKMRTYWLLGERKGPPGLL
rCAG binder: r(CAG) repeat RNA binding; inhibition, % at 3 µM; 370,000 tested, 1.3% active; TO-PRO-1 dye displacement fluorescence; AID 651821;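 active = inhibition above the plate cutoff, the mean of all test compounds on that plate plus 3 SD, cut at about 35% in these data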;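 note: 0% = DMSO alone and 100% = 100 µM mitoxantrone as full dye displacement; higher means more dye released from RNA so lower well fluorescence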
ABHD4 inh: inhibits mouse alpha/beta hydrolase domain 4; Q8VD66; purified mABHD4, FP-Rh probe fluorescence polarization; inhibition, % at 8.92 µM; 370,000 tested, 0.54% active; AID 720543;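 active = inhibition exceeding the mean over every tested compound plus 3 SD, cut at about 30% in these data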;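 note: 0% = plate median of compound wells and 100% = S159A mutant with DMSO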
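assay system = mABHD4 protein | compound dosing = single nominal dose of 8.92 µM, 0.89% DMSO final | read-out basis = percent inhibition of probe binding, normalized to plate controls | schedule = Enzyme–compound pre-incubation 45 min, then probe 60 min, both 25 °C | detection = fluorescence polarization, excitation 525 nm, emission 598 nm, BODIPY TMR filters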
TCR-CD3 inh: human TCR-CD3 binding inhibition | AID 651800 | 360,000 tested, 0.37% active | inhibition, % at 9.4 µM | TAMRA-labeled TCR probe fluorescence, biochemical; in the data active = inhibition above about 19%;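 note: recombinant mutant TCR 2C K166C tagged with TAMRA read by polarization; 0% = receptor in buffer alone and 100% = receptor with positive control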
PRMT1 inh: blocks human protein arginine methyltransferase 1. recombinant PRMT1, activity-based probe fluorescence polarization. inhibition, % at 2.79 µM. 370,000 tested, 1.3% active;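 active = inhibition above about 21% made by adding two undisclosed values, limit read from the data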
HTRA1 inhibitor: inhibitors of human serine peptidase HTRA1; Q92743; recombinant HTRA1, FP-rhodamine activity-based probe, fluorescence polarization; inhibition, % at 5.96 µM; 340,000 tested, 0.5% active; AID 504803; in the data active = inhibition above about 36%;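 note: 0% = enzyme with DMSO and 100% = wells lacking enzyme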
MBD2 DNA inh: inhibitors of human MBD2 binding to methylated oligonucleotide | Q9UBB5 | TR-FRET | inhibition, % at 4.4 µM | 370,000 tested, 0.31% active; in the data active = inhibition above about 13%
Starred values were filed as active, the others as inactive; · = not tested or not shown. These rows are one share of the data; count on the stated rates, not on these rows.

SMILES	LEDGF integ inh	TDP2 absorb	SIAE primary	NPR2 activator	rCAG binder	ABHD4 inh	TCR-CD3 inh	PRMT1 inh	HTRA1 inhibitor	MBD2 DNA inh
CNC(=O)CSc1nc2c(c(=O)n(C)c(=O)n2C)n1Cc1ccc(C)cc1	-1	0	-2	10	-3	4	0	0	-2	3
Cn1nnc2cc(NC(=O)N3CCN(c4ccccn4)CC3)ccc21	1	12	5	-3	0	0	-1	0	-1	-6
O=C(N/N=C\c1cccnc1)c1cc(-c2ccccc2)nc2c(Cl)cccc12	6	-3	-65	-3	8	-8	3	0	-44	3
O=C(NCc1cccs1)c1cccnc1SCCS(=O)(=O)c1ccc(C(F)(F)F)cn1	-2	10	16	-1	-5	3	-1	-2	·	3
CCOc1ccc(C(=O)N2CCN(S(=O)(=O)c3cccs3)CC2)c(OCC)c1	-7	-18	-3	1	-6	27	-5	5	-11	1
Cc1ccccc1CN1C(=O)CSCC1(C)C(=O)Nc1c(C)cccc1C (stereo unspecified)	2	9	-1	0	3	2	2	0	·	-3
O=C(CSc1ccc(-c2cccc([N+](=O)[O-])c2)nn1)N1CCCCCC1	-6	-6	3	2	1	1	-5	4	-11	-1
COc1cc(/C=N/NC(=O)c2ccncc2)ccc1OC(=O)c1ccco1	0	9	1	2	-5	8	-4	0	2	3
COC(=O)C1CCN(C(=O)C2CCC(=O)N(CCc3cccc(F)c3)C2)CC1 (stereo unspecified)	-2	-7	3	2	-6	0	7	0	4	-5
CC(/C=C/C1(O)C(C)CC(=O)CC1(C)C)OC1OC(CO)C(O)C(O)C1O (stereo unspecified)	4	9	7	-8	5	2	-1	2	6	-6

Next section, starting with the last 6 of the part before.
SMILES	LEDGF integ inh	TDP2 absorb	SIAE primary	NPR2 activator	rCAG binder	ABHD4 inh	TCR-CD3 inh	PRMT1 inh	HTRA1 inhibitor	MBD2 DNA inh
CCOc1ccc(C(=O)N2CCN(S(=O)(=O)c3cccs3)CC2)c(OCC)c1	-7	-18	-3	1	-6	27	-5	5	-11	1
Cc1ccccc1CN1C(=O)CSCC1(C)C(=O)Nc1c(C)cccc1C (stereo unspecified)	2	9	-1	0	3	2	2	0	·	-3
O=C(CSc1ccc(-c2cccc([N+](=O)[O-])c2)nn1)N1CCCCCC1	-6	-6	3	2	1	1	-5	4	-11	-1
COc1cc(/C=N/NC(=O)c2ccncc2)ccc1OC(=O)c1ccco1	0	9	1	2	-5	8	-4	0	2	3
COC(=O)C1CCN(C(=O)C2CCC(=O)N(CCc3cccc(F)c3)C2)CC1 (stereo unspecified)	-2	-7	3	2	-6	0	7	0	4	-5
CC(/C=C/C1(O)C(C)CC(=O)CC1(C)C)OC1OC(CO)C(O)C(O)C1O (stereo unspecified)	4	9	7	-8	5	2	-1	2	6	-6
NC(=O)c1ccc(NC(=O)c2cccc(Oc3ccccc3)c2)cc1	-5	0	0	4	-1	1	-3	3	-4	-1
CNC(=O)/C(C#N)=C/c1cn(CC(=O)OC)c2ccccc12	2	-11	-3	2	-1	-16	-6	6	-1	4
COC(=O)C(C)(C)ONC(=O)Nc1ccc([N+](=O)[O-])cc1	0	9	-2	3	0	-3	-3	-3	-2	4
COc1cc(OC)cc(C(=O)N2CC(=O)Nc3ccccc32)c1	2	9	1	-17	-5	1	4	-2	9	2
O=c1c([N+](=O)[O-])c(NCCN2CCCCCC2)c2ccccc2n1-c1ccccc1	-1	6	1	-21	5	6	-2	2	-19	2
CCOc1ccc(/C(C)=N/NC(=O)c2nnn(-c3nonc3N)c2-c2cccs2)cc1	1	4	-1	-1	3	-5	-6	2	-16	-1
Cc1ccc(N(CC(=O)N=Nc2c(O)[nH]c3ccccc23)S(C)(=O)=O)c(C)c1	-1	11	-1	-1	3	-4	6	-2	2	-4
COc1ccccc1-c1nnc(SC/C(O)=C(\C#N)c2nc3ccccc3[nH]2)n1C1CCCCC1	3	-22	-5	-14	21	-13	12	0	-4	3
CCNc1nc(Oc2ccc(C(=O)OCC)cc2)nc(SC)n1	1	-5	4	1	-3	-8	2	0	-5	1
COC(=O)c1sc2ccc(C)cc2c1C(=O)OC	-2	1	-3	8	4	-15	2	4	2	9
C[C@H](CO)N1C[C@H](C)[C@@H](CN(C)C(=O)Nc2ccccc2)Oc2c(NC(=O)c3ccncc3)cccc2C1=O	-4	-1	0	3	5	1	-6	1	-7	1
Cc1cccc(NC(=O)CSc2nnc(Cn3nnc(-c4ccccc4)n3)n2-c2ccccc2)c1	1	12	3	-5	7	0	1	-3	-64	3
Cc1nc(SCC(=O)Nc2ccc(OCc3ccccc3)cc2)n[nH]1	-4	-2	7	0	1	0	-3	-2	-5	-2
CCOC(=O)/C(C#N)=C1/C=Nc2ccccc2N1	-7	-12	-2	-9	0	3	1	0	-1	-19
Cc1ccc(S(=O)(=O)N2CC3=C(C2)C2CC2(C)C3)cc1 (stereo unspecified)	0	0	3	-6	5	5	6	-1	·	-8
CCCCS(=O)(=O)Nc1ccc2cn[nH]c2c1	-5	-12	5	6	1	3	-1	-2	2	0
OCCNc1nc(-c2ccccc2)c2cc(Cl)ccc2n1	-1	4	0	-1	-5	-7	-3	1	-4	-5
COc1cccc(CNC(=O)C(=O)NCC2CCCN2S(=O)(=O)c2cc(C)ccc2C)c1 (stereo unspecified)	-2	-8	-3	12	-4	4	10	1	-12	-5
COC(=O)c1ccc(NC(=O)C2CCCO2)cc1 (stereo unspecified)	0	8	-4	8	0	9	1	0	4	4
CN(c1ccccc1C(=O)N1CCOCC1)S(C)(=O)=O	-2	11	9	4	-2	1	5	0	4	-7
COc1ccc(S(=O)(=O)N2CCC(C(=O)NN3CCCCC3)CC2)cc1OC	1	3	-1	-1	0	1	4	-1	1	-3
CCOC(=O)C1CCN(C(=O)/C=C/c2ccccc2OC)CC1	1	5	3	-2	1	-1	1	0	1	-7
C[C@@H]1CN([C@H](C)CO)C(=O)c2cc(Br)cnc2O[C@@H]1CN(C)Cc1ccc(F)cc1	-5	-13	-2	-6	-1	-8	-4	10	1	6
CCN1CCN(C(=S)c2ccc([N+](=O)[O-])cc2)CC1	-1	11	-4	4	-1	-2	8	34*	5	0
CN(C)C(=O)N1CCN(C(=O)N2CCOCC2)CC1	-2	0	10	-3	-2	8	4	5	4	3
Cc1ccccc1OCC(=O)Nc1ccc(N2CCN(C(=O)c3ccco3)CC2)cc1	-1	-7	1	1	7	2	7	-3	5	-1
Cc1ccc(/C=C(\CCC(=O)O)c2nc3ccccc3s2)cc1[N+](=O)[O-]	6	-4	-18	-10	49*	-28	-7	4	-18	7
CC(=O)Nc1ccc(N=NC2C(=O)N(C(N)=S)N=C2C)cc1 (stereo unspecified)	-6	-7	1	1	1	14	-9	2	7	-19
O=C1CCCC2=C1C(c1ccncc1)c1c(nc(SCc3ccccc3)[nH]c1=O)N2 (stereo unspecified)	5	10	3	10	8	-11	2	-4	4	-3
Cc1ccc(C)c(COC(=O)c2cccc(S(=O)(=O)N3CCCC3)c2)c1	1	17	2	3	1	-10	0	-1	-30	-4
CCN(C(=O)CSc1ncn[nH]1)c1cccc2ccccc12	-1	5	0	6	0	7	4	0	1	0
Oc1c(Br)cc(Cl)cc1C=Nc1ccccc1Br	-1	4	-3	-1	4	7	8	2	3	2
COc1cccc(NC(=O)C2C3C=CC(O3)C2C(=O)NCc2cccnc2)c1 (stereo unspecified)	-2	-8	-1	4	2	3	3	1	1	-1
CCN=C1S/C(=C\c2sccc2C)C(=O)N1CC	2	2	-2	3	-2	-3	-6	-2	-13	-1
O=C(COc1ccc(S(=O)(=O)N2CCc3ccccc32)cc1Cl)NCc1ccccn1	1	-14	6	-23	2	-11	-9	12	-10	-7
CC(=O)Nc1ccc(NC(=O)COc2ccccc2C(=O)Nc2cccc(Cl)c2Cl)cc1	-2	0	9	2	0	1	0	-3	-3	4
CC1(c2ccccc2)NC(=O)N(NC(=O)CSc2n[nH]c(N)n2)C1=O (stereo unspecified)	5	0	7	-1	2	2	-2	-5	4	-6
Cc1ccccc1C(=O)OCC(=O)Nc1cccc(S(=O)(=O)NC2=NCCC2)c1	0	0	-3	-1	4	3	0	-2	8	2
CCn1c(SCc2cccc(C)c2)nnc1-c1ccc(C)cc1	-2	8	1	1	-4	6	1	-1	-9	-5
c1ccn2c(SCc3ccc4c(c3)OCCO4)nnc2c1	-3	-8	9	-5	1	4	1	8	2	-2
COC(=O)[C@H](C(C)C)N(Cc1cn(CC2CCCCC2)nn1)S(=O)(=O)c1ccc(F)cc1Br	4	-9	7	-1	4	-2	·	-3	·	17*
OCCC1CN(Cc2nc(-c3ccc(F)cc3)cs2)CCN1CCc1ccccc1 (stereo unspecified)	-1	-6	1	3	-9	0	2	3	-5	2

Screens as filed in PubChem BioAssay.
